S-ASM inh – inhibitors of human secretory acid sphingomyelinase. P17405. placental ASM, HMU-PC fluorogenic substrate, 60 min. Potency, µM (doses to about 57.5 µM), inactives show at the highest dose activity change, negative = inhibition, actives largely listed as inhibitors. actives 0.006% (n = 340,000). AID 504937; also: potency is read from the fitted curve at half-maximal effect
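Fluorescence read-out (Ex 386 nm, Em 447 nm) after stopping the reaction at pH 10. Enzyme: ASM from human placenta; substrate HMU-PC0, 9 uM final; 60 min, 37 °C. Compound preincubation 10 min, ambient temperature.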
MLL CXXC-DNA inh – inhibitors of human MLL CXXC domain-DNA interaction | MLL-CXXC / FITC-HOXA9 DNA fluorescence polarization | Potency, µM (doses to about 115 µM), for inactives: at the highest dose activity change, negative = inhibition, hits mostly inhibitors | actives 0.037% (n = 290,000) | AID 2662; active = well fitted inhibition curve with a large enough effect in the polarisation, with a control signal flat, not every such curve was filed as active; inconclusive = small, poorly fitted or top-dose-only effect, or effect the other way, or a change in a side signal; inactive = no such curve, though single readings can be large or run the other way; the % refers to the polarisation; also: potency is read from the fitted curve at half-maximal effect
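Steps: dispense CXXC domain solution (7 uM) → pin compounds or unlabeled HOX-A9 DNA control → 5 min ambient → add FLSN-HOX-A9 solution (50 nM) → spin → 30 min ambient → fluorescence polarization. Tris pH 7.5/NaCl/DTT/BSA buffer.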
GALK inhibitor – inhibitors of human galactokinase; P51570; Purified GALK, Kinase-Glo residual ATP luminescence; Potency, µM (top dose mostly 57.5 µM), for the others: top-dose activity change, negative = inhibition, hits mostly inhibitors; actives 0.007% (n = 270,000); AID 1868; also: potency is read from the fitted curve at half-maximal effect; % is scaled to controls: 0 for no effect and ±100 for the full control effect
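5 nM enzyme, 35 uM ATP, 100 uM galactose, 20 mM HEPES pH8.0, 5 mM MgCl2; 1 h RT; residual ATP by Kinase-Glo Plus luminescence, qHTS format.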
hERG WT inh – inhibitors of human wildtype KCNH2 potassium channel. Q12809. U2OS, BacMam KCNH2, thallium flux FluxOr; hits give low values. activity change, % at 1.84 µM. actives 0.37% (n = 340,000). AID 720551;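 active = maximum activity change below -70%; inconclusive = maximum activity change between -70% and -50%; inactive = maximum activity change above -50%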; also: % is scaled to controls: 0 for no effect and ±100 for the full control effect
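U2OS cells were transduced with wild-type KCNH2 virus (2.03 x 10^8 / mL) for 4 h at room temperature, then cultured overnight at 37 C. Thallium flux was read with FluxOr dye. Rate constants were normalized to DMSO controls.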
MBNL1-CUG inh – MBNL1-poly(CUG) RNA binding inhibition; TR-FRET MBNL1-His/biotin-(CUG)12 binding, 665/545 ratio; Potency, µM (top dose mostly 57.5 µM), for inactives: at the top dose activity change, negative = inhibition, hits mostly inhibitors; actives 0.036% (n = 280,000); active = well fitted inhibition curve with a large enough effect in the signal ratio, with a control signal flat, not every such curve was filed as active; inconclusive = small, poorly fitted or top-dose-only effect, or effect the other way, or a change in a side signal; inactive = no such curve, though single readings can be large or run the other way; the % refers to the signal ratio; also: potency is read from the fitted curve at half-maximal effect; % is scaled to controls: 0 for no effect and ±100 for the full control effect
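TR-FRET between His-tagged MBNL1 and biotin-(CUG)12 RNA, detected with Tb anti-His antibody (0.055 ng/ul) and streptavidin-XL665 (5 nM), 60 min at room temperature. Compounds titrated 92 nM to 58 uM; 665/545 nm ratio normalized to buffer and complex controls.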
TRPV1 agonist – activates the human vanilloid receptor TRPV1; actives 0.19% (n = 320,000); AID 540275; TRPV1-expressing cells, Fluo-8 calcium influx, agonist mode; activation, % at 8.33 µM; Q8NER1; in the data active = activation above about 80%; inconclusive = between about 30% and that limit; also: 0% is about no effect
Target sequence (Q8NER1 whole entry, looked up): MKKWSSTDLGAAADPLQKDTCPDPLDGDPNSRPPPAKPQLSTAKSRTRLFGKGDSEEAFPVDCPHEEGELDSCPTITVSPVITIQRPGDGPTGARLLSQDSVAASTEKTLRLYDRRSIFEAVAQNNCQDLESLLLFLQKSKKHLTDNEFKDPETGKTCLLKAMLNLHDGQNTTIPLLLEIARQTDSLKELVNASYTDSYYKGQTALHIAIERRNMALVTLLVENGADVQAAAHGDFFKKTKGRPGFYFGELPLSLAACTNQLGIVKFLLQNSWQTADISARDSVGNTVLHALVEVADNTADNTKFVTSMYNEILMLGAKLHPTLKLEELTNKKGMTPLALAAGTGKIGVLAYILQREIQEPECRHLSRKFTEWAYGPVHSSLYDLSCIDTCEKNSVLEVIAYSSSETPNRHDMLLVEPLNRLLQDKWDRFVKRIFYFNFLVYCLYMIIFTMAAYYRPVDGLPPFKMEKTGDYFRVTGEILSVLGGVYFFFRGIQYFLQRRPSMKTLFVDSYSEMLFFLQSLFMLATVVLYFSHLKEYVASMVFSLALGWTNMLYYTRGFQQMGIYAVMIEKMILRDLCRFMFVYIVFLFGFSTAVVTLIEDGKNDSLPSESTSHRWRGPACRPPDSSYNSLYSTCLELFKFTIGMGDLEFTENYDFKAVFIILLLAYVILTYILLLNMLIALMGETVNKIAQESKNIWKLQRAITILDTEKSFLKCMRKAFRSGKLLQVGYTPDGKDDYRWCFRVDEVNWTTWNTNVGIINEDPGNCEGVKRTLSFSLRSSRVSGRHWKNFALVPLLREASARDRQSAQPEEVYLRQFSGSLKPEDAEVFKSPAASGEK
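Fluo-8 calcium influx in TRPV1-expressing cells, kinetic read (ex 480/em 520 nm). Compound added and read 3 min for agonist activity, followed by capsaicin at EC20 final and 2 min further read for enhancement.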
A-T KAP1 phos – potential ataxia-telangiectasia treatment. […] A-T fibroblasts, KAP-1 phosphorylation AlphaLISA; neocarzinostatin DNA damage 30 min before lysis. actives 0.19% (n = 320,000). Potency, µM (doses to about 57.5 µM), without a hit: top-dose activation, actives largely listed as activators. AID 485349; also: potency is read from the fitted curve at half-maximal effect; % of control where 0% means no effect; nearly all actives have a fitted effect of over 45% in size
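hTERT-immortalized A-T patient fibroblasts ([…]), 500 cells/well in OPTI-MEM, 1% FBS, got compounds for 60 min, then NCS for 30 min at 37C. Lysates were then assayed for phospho-KAP-1 by AlphaLISA (anti-pKAP1 donor, anti-KAP1 acceptor beads), 6 hr at 25C.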
Coupling enz – inhibits coupling enzyme system, counter-screen for aldolase hits. AID 2472. activity change, negative = inhibition, % at 58.2 µM, hits read low. coupling enzyme system counterscreen, AmpLite Red fluorescence. actives 0.67% (n = 290,000); in the data active = activity change below about -30%; also: % is scaled to controls: 0 for no effect and ±100 for the full control effect
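First, compound is pin-transferred into glyceraldehyde-3-phosphate coupling-enzyme reagent at 57.5 uM final and held 10 min at RT. Next, substrate, coupling system and AmpLite Red are added. After 20 min RT, fluorescence (525/598 nm) is read.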
KCNH2 3.1 inh – inhibitors of human KCNH2 3.1 potassium channel isoform; U2OS KCNH2 3.1, thallium flux FluxOr; hits give low values; activity change, % (tested at about 1.8 µM); actives 0.95% (n = 340,000); AID 720553;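 active = maximum activity change below -70%; inconclusive = maximum activity change from -70% to -50%; inactive = maximum activity change above -50%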;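 also: thallium influx rate constant from kinetic fluorescence after stimulation buffer; % is scaled to controls: 0 for no effect and ±100 for the full control effect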
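We transduce U2OS cells with the mutant 3.1 virus, culture them overnight, load FluxOr with Red40 quencher for 45 min, then add stimulation buffer and read kinetically for 2 min to derive a normalized rate constant.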
Integrin act MD – activates integrin-mediated alleviation for muscular dystrophy; Potency, µM (doses to about 38.3 µM), without a hit: at the top dose activation, hits mostly activators; actives 0.064% (n = 350,000); AID 624291; alpha7betagal myoblasts, beta-gal FDG fluorescence, 48 h;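 also: potency is read from the fitted curve at half-maximal effect; 100% = response of the positive control SU9516; nearly all actives have a fitted effect of over 60% in size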
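alpha7betagal+/- myoblasts (passage 13, 250/well) treated 48 h at 37C with compounds at 1:260 dilution of DMSO stock. Lysed, then beta-galactosidase activity read as FDG fluorescence (ex 480/em 540) after 30 min, with pre-read for autofluorescence.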
The depositor's hits bear a star; ? = inconclusive; · = not tested or not shown; [ ] = dose if it differs, or a comment. Unless noted, calls follow the shape of the dose curve; as a rule, active = well fitted curve in the direction sought with a large enough effect; inconclusive = small, poorly fitted or top-dose-only effect, or another doubt; inactive = no such curve, though single readings can be large; an effect the other way counts as inactive or inconclusive.

nr	Structure	S-ASM inh	MLL CXXC-DNA inh	GALK inhibitor	hERG WT inh	MBNL1-CUG inh	TRPV1 agonist	A-T KAP1 phos	Coupling enz	KCNH2 3.1 inh	Integrin act MD
1	O=C(NCc1ccc2c(c1)OCO2)c1ccc(CSCc2ccc(Cl)cc2)o1	-3%	-2%	·	18	-17%	9	3%	-2	4	·
2	Cc1cccc(-c2nc3ccccc3c(=O)n2NC(=O)Cc2ccc(Cl)cc2)c1	-10%	3%	0%	6	·	11	2%	7	3	-5%
3	Cc1ccc(C(=O)NCC(=O)NCC(=O)OCc2ccc(F)cc2)cc1	2%	-8%	1%	-1	-5%	2	-6%	3	17	-2%
4	CCOc1ccc(CCNC(=O)CN2C(=O)COc3ccc(S(=O)(=O)N4CCOCC4)cc32)cc1	0%	7%	-5%	-1	0%	2	·	·	21	-16%
5	Cc1ccc(NC(=O)CNC(=O)c2ccc(C(C)(C)C)cc2)cc1S(=O)(=O)N1CCOCC1	-11%	·	·	8	·	·	2%	·	36	-4%
6	CCC(=O)Nc1sc2c(c1C#N)CCCCC2	1%	-2%	0%	-1	-8%	19	1%	-4	1	-11%
7	Nc1cccc(-c2csc(-n3ncc(C(=O)O)c3C(F)(F)F)n2)c1	0%	-8%	0%	-16	-10%	-5	-1%	1	-19	-8%
8	O=C(COc1ccccc1F)Nc1ccc2c(c1)CCC2	1%	·	·	-11	·	·	-2%	·	0	-4%
9	COc1c(C)cc(Br)cc1C(=O)Nc1cccc(NC(=O)c2ccco2)c1	-2%	28%	-1%	5	-6%	?	2%	-2	-20	21%
10	COc1cc(/C=N/N2C(C)CCCC2C)cc(Br)c1O (stereo not given)	2%	0%	-2%	-3	-1%	1	-4%	-5	-4	-9%
11	COc1ccc(NS(=O)(=O)c2ccc(NC(=S)NC(=O)/C=C/c3ccccc3)cc2)nn1	-7%	-2%	0%	1	-5%	-2	3%	4	-10	-23%
12	Cc1ccccc1CSCC(Nc1ccc(C(=O)O)cc1[N+](=O)[O-])C(=O)O (stereo not given)	6%	-1%	-1%	-3	?	1	6%	6	8	13%
13	CSc1ccc(Cl)c(C(=O)Nc2ccc(C)cn2)c1	3%	-4%	0%	-8	-10%	?	3%	-1	-10	-5%
14	COc1ccc(N(C(=O)CNC(=O)c2ccco2)C(C(=O)NCC2CCCO2)c2ccccc2)c(OC)c1 (stereo not given)	2%	2%	-3%	1	-2%	0	-8%	-3	4	22%
15	O=C(O)C(Cc1cccs1)c1cccs1 (stereo not given)	3%	·	·	-5	·	·	·	·	-5	3%
16	CC(C)(C)OC(=O)N[C@@H](Cc1ccccc1)C(=O)NCC1CCC(C(=O)N[C@@H](CCC(N)=O)C(=O)O)CC1 (stereo not given in full)	0%	-6%	-4%	16	-3%	-2	14%	5	-4	?
17	N=C1C(c2nc(-c3ccc(F)cc3)cs2)=C(O)CN1CCCN1CCOCC1	-3%	7%	-1%	10	-3%	0	-9%	0	3	0%
18	Cc1csc(SCC(=O)Nc2sccc2C(N)=O)n1	11%	11%	8%	22	1%	-1	-2%	-12	-28	22%
19	COc1ccc(OC)c2c1sc(=NC(=O)C1COc3ccccc3O1)n2C (stereo not given)	-3%	-13%	5%	-3	9%	0	0%	1	?	17%
20	Cc1csc(NC(=O)Cc2c(F)cccc2Cl)n1	6%	5%	-2%	19	0%	3	0%	0	2	23%
21	O=C(c1ccc2c(c1)N(Cc1ccc(F)cc1)C(=O)c1ccccc1S2(=O)=O)N1CCN(c2ccccn2)CC1	-2%	6%	12%	0	-6%	1	0%	0	10	-12%
22	COc1ccccc1C(=O)Nc1ccccc1C(=O)N1CCCC1	-3%	6%	0%	-9	1%	-5	7%	4	26	4%
23	O=c1cc(-c2ccsc2)oc2ccccc12	-2%	·	·	-2	·	·	10%	·	5	6%
24	COC(=O)c1ccc(CSc2nc3ccccc3c(=O)n2-c2cccc(OC)c2)o1	-2%	-10%	8%	18	14%	-2	-1%	2	?	-6%
25	CCOC(=O)C1(CCc2ccccc2)CCN(C(=O)CN2CCOC2=O)CC1	3%	-7%	0%	9	7%	3	6%[11.5 µM]	4	-5	4%
26	CCC1CSC(Nc2ccc(C(=O)/C=C/c3ccc(Oc4ccccc4)cc3)cc2)=N1 (stereo not given)	4%	5%	0%	-8	·	-1	2%	-7	-41	-56%[inhibitor]
27	CCOC(=O)C1=C(O)/C(=C/c2cc(OC)c(OC)c(OC)c2)N=C1C	-1%	0%	1%	0	14%	-2	5%	·	2	0%
28	CC(C)CNC(=O)N1c2ccccc2Sc2ccccc21	-3%	-10%	-3%	9	·	·	13%	-1	14	2%
29	CC(=O)Nc1nc(C)c(CCC2OCCO2)c(=O)[nH]1	4%	-12%	-1%	1	5%	9	28%	4	1	-3%
30	CC(=O)NC1CC2CCC(C1)N2Cc1ccc(C)cc1 (stereo not given)	5%	11%	2%	8	3%	-1	2%	0	7	-7%
31	Cc1ccc(S(=O)(=O)N(CC(=O)Nc2cccc(N(C)S(C)(=O)=O)c2)c2ccc(Cl)c(Cl)c2)cc1	-8%	20%	1%	0	-8%	3	0%	-1	-22	10%
32	COc1ccc(S(=O)(=O)N2CCOCC2)cc1C(=O)N(C)Cc1ccccc1F	4%	·	·	-24	·	5	6%	·	-5	-44%
33	CCn1c(CC(=O)Nc2ccc(C)cc2)nnc1SCC(=O)NCCc1ccccc1	2%	3%	0%	-8	-6%	0	-2%	2	-13	8%
34	O=[N+]([O-])c1ccc2nc(-c3cccnc3)[nH]c2c1	0%	-8%	7%	-3	?	1	17%	-7	18	-16%
35	C=C(C)COc1ccc(-c2[nH]ncc2Oc2ccccc2OC)c(O)c1	-2%	-7%	0%	11	-2%	6	·	-2	-6	-50%[inhibitor]
36	O=[N+]([O-])c1cnc(Nc2ccccc2)nc1Nc1ccccc1	-6%	4%	1%	-2	-8%	-2	-5%	1	20	3%
37	COC(=O)[C@@H]1Cc2c([nH]c3ccccc23)C(C)(C)N1C(=O)CCl	-3%	19%	-1%	2	-3%	-2	-1%	-1	-6	-59%[inhibitor]
38	COc1ccccc1/C=C\C(=O)NCC(=O)N/N=C(/C)c1cccc([N+](=O)[O-])c1	-3%	3%	0%	1	?	-1	-5%	1	-13	-21%
39	O=C(Nc1ccc(N2CCCCC2)c(Cl)c1)c1ccc2c(c1)OCCO2	21%	11%	-2%	-5	1%	?	3%	-12	-10	-39%
40	Cc1ccc(-c2ccc(C(=O)NCc3ccc(Cl)cc3)o2)c2ccccc12	31%[activator]	3%	·	-5	34%[activator]	?	-2%	-11	9	-7%
41	Cc1ccc(S(=O)(=O)NC(CC(C)C)C(=O)Nc2ccncc2)cc1 (stereo not given)	6%	·	·	20	·	-2	1%	·	10	1%
42	CSc1ccc(Cl)c(C(=O)N(C)CC(=O)Nc2ccc(N3CCOCC3)cc2)c1	-2%	·	·	4	·	-2	8%	·	-14	8%
43	CC(=O)Nc1ccc(S(=O)(=O)NCc2nnnn2-c2ccc(Cl)cc2)cc1	3%	·	·	9	·	0	8%	·	-8	5%
44	Cc1ccc(C(=O)C2=C(O)C(=O)N(Cc3cccnc3)C2c2ccc(Cl)cc2)o1 (stereo not given)	3%	9%	4%	-5	63%[activator]	-1	·	5	7	?
45	C/C(=N/NC(=O)CSc1nc2ccccc2n1C)c1ccco1	-2%	-9%	4%	9	6%	1	4%	2	-8	?
46	Cc1cc(C=O)c(C)n1-c1ccc(Oc2ccc([N+](=O)[O-])cn2)cc1	5%	-2%	0%	-9	?	19	-5%	8	2	21%
47	CCN(CC)C(=O)CSc1nnc(-c2ccc(O)cc2)n1CC1CCCO1 (stereo not given)	-1%	-1%	0%	-2	-2%	2	-2%	4	14	-5%
48	COc1cc(CC(=O)N(C)CC(=O)Nc2ccc(Cl)c(C(F)(F)F)c2)cc(OC)c1OC	-8%	10%	-1%	6	-30%	2	3%	-2	4	-26%
49	Cc1ccc(NC(=O)CSc2nc(N)cc(=O)[nH]2)cc1Cl	-1%	1%	4%	3	-5%	-3	4%	7	-1	3%
50	Cc1c(C=Nc2ccc(S(=O)(=O)N(C)C)cc2)c(O)[nH]c(=O)c1C#N	6%	·	·	-8	·	·	·	·	0	40%

Part of the list above, set out differently:
#22 COc1ccccc1C(=O)Nc1ccccc1C(=O)N1CCCC1
#23 O=c1cc(-c2ccsc2)oc2ccccc12

compound no.	22	23
S-ASM inh	-3%	-2%
MLL CXXC-DNA inh	6%	·
GALK inhibitor	0%	·
hERG WT inh	-9	-2
MBNL1-CUG inh	1%	·
TRPV1 agonist	-5	·
A-T KAP1 phos	7%	10%
Coupling enz	4	·
KCNH2 3.1 inh	26	5
Integrin act MD	4%	6%

Compound activity as filed in PubChem.
